# Assay outcomes from PubChem.
# TAG inh: inhibitors of triacylglycerol accumulation, primary screen, cell-based, uHTS, fluorescence, H9c2 | inhibition, % at 12.5 µM | AID 651582, 2012 | hit rate 0.66% among 230,000 | H9c2 cells, Nile Red lipid (TAG) fluorescence; cells loaded with 200 µM oleic acid;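 active = pattern-corrected inhibition of lipid staining of at least 50% with the nuclear-stain viability signal not falling by more than 50%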;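 note: 0% = DMSO wells and 100% = triacsin C control wells; some results filed as inactive read as strong as hits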
# TAG inh DAPI viability: also measured in TAG inh; calls as there; DAPI nuclei signal change (viability), lower = more cytotoxic, %;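 whole-well DAPI fluorescence read on a plate reader as a viability signal; minus 50 percent equals half of cells still viable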
# Starred values were filed as active, the others as inactive. Some of the compounds tested (hit frequency here may not be typical).
SMILES,TAG inh,TAG inh DAPI viability
Cc1cc(C)cc(N(CC(=O)NC2CC3CCC2C3)S(C)(=O)=O)c1 (configuration not stated),22,-10
O=C(c1ccc2c(=O)n3c(nc2c1)CCCCC3)N1CCc2ccccc21,6,1
COc1ccc(CN(C(=O)c2ccco2)C2CC(C)N(C)CC2C)cc1 (configuration not stated),-4,4
CC(C)N(C(=O)COC(=O)c1ccc(O)cc1)C(C)C,1,1
CC1(C(=O)NCCc2ccccc2)Cc2c(-c3cccc(C(F)(F)F)c3)ccnc2O1 (configuration not stated),17,-14
Cc1ccc(CCNC(=O)c2cc(-c3ccncc3)nc3ccccc23)cc1,-5,5
Cc1cccn2cc(-c3ccc(F)cc3)cc12,4,21
O=C(CN1C(=O)NC2(CCOc3ccccc32)C1=O)Nc1ccc(F)c(F)c1F (configuration not stated),2,2
COc1ccc(NC(=O)CSc2ncccn2)cc1S(=O)(=O)N1CCCCC1,3,-4
CCc1cccc(CC)c1NC(=O)C1CC(=O)N(c2ccc3c(c2)OCCO3)C1 (configuration not stated),37,-5
CCN(Cc1ccccc1)C(c1cc2ccc(C)cc2[nH]c1=O)c1nnnn1CCOC (configuration not stated),-7,-2
CN(C)Cc1csc(NC(=O)Nc2cccc(C(F)(F)F)c2)n1,12,2
CC(C)(C)c1ccc(CCC2OCC(CN3CCOCC3)O2)cc1 (configuration not stated),-2,6
O=C(CN1CCN(Cc2cccc(Cl)c2)C1=O)NCC1CCCO1 (configuration not stated),-16,5
CC(C)NC(=O)C1(C)Cc2c(-c3ccc(C(N)=O)cc3)ccnc2O1 (configuration not stated),-3,15
O=C(Cc1csc(-c2cccc(F)c2)n1)Nc1cccc(S(=O)(=O)NC2=NCCC2)c1,10,-18
Cc1oc2c(CN3CCCC3)c(O)ccc2c(=O)c1-c1ccc(Cl)cc1,16,14
COc1ccc(C2C(C#N)=C(C)NC3=C2C(=O)CC(C)(C)C3)c(OC)c1 (configuration not stated),7,-2
O=C1C=CC(=O)N1c1ccc(-c2nc3ccccc3o2)cc1,8,2
O=C(O)/C=C/c1cnn(-c2ccccc2)c1,9,-6
NC(=O)c1cccc(-c2ccnc3c2CC(C(=O)NCc2ccc(F)c(F)c2)O3)c1 (configuration not stated),5,-14
O=C(COc1ccc([N+](=O)[O-])cc1Cl)N1CCc2ccccc21,11,4
Cn1c(=O)c2c(ncn2CC(=O)OCC(=O)Nc2ccc(F)cc2F)n(C)c1=O,8,-8
O=C(C1=NN(c2ccccc2)C2C(=O)N(c3ccccc3)C(=O)C12)c1ccccc1 (configuration not stated),2,5
Cc1nn(CC(=O)c2ccc(Br)s2)c(C)c1[N+](=O)[O-],11,-10
# Next part.
SMILES,TAG inh,TAG inh DAPI viability
COc1cc(C#Cc2c(-c3ccccc3OC)oc3ccccc23)cc(OC)c1,-13,166
Cc1cc(C)n(-c2ccc(C(=O)OCC(=O)Nc3cc(S(C)(=O)=O)ccc3Cl)cc2)n1,-6,1
COc1ccccc1/C=C(\C#N)C(=O)Nc1ccc(S(N)(=O)=O)cc1,-10,-2
CN(c1ccccc1)S(=O)(=O)c1cccc(NC(=O)c2cncc(Br)c2)c1,-6,10
Cc1ccc(C(=O)OCC(=O)NCc2cccs2)cc1S(=O)(=O)N1CCOCC1,2,0
CC(C)N(Cc1ccccc1)C(=O)COC(=O)C1CCN(c2ccc(C(F)(F)F)cn2)CC1,0,1
O=C(NC(=S)Nc1cccc(Cl)c1Cl)C1CC1,-11,-6
Cc1nc(C(=O)N2CCOCC2)sc1C1(C)CC(c2ccccc2)=NO1 (configuration not stated),-9,4
CCSC1C(=O)N(C)C(SCC)C(=O)N1C (configuration not stated),11,-11
O=C1c2ccccc2C(=O)N1CC#CCN1CCN(C2CCCCC2)CC1,23,-38
COc1cc(CN(C)CCc2ccccn2)cc(OC)c1OC,-14,0
CCCC(=O)N1CCC1(C)C(=O)NS(=O)(=O)c1cccs1 (configuration not stated),11,2
Cc1cccc(N2N=C(C(=O)N3Cc4ccccc4CC3C(N)=O)CCC2=O)c1 (configuration not stated),-13,-2
C[C@H](CO)N1C[C@H](C)[C@@H](CN(C)Cc2ccc(Cl)c(Cl)c2)Oc2c(NS(=O)(=O)c3cn(C)cn3)cccc2C1=O,5,-2
Cc1nc(C)c(C(=O)C2=C(O)C(=O)N(CCN3CCOCC3)C2c2cccnc2)s1 (configuration not stated),9,0
COc1ccc(NC(=O)COC(=O)C(NC(=O)c2ccc(C)cc2)C(C)C)cn1 (configuration not stated),0,-3
CN(C)CCCNc1c2c(nc3cc(-c4cccc(F)c4)nn13)CCC2,26,1
CN(C)CCCN(C(=O)COc1ccccc1)c1nc2cc3c(cc2s1)OCO3,12,1
COc1ccc(C(=O)NCC(=O)OCc2ccc(F)cc2Cl)cc1OC,0,-9
Cc1ccc(N(CCC#N)C(=O)COC(=O)c2ccccn2)cc1,7,2
O=C(NCc1ccccc1)C1=C[C@@H](c2ccc(C(F)(F)F)cc2)C[C@@H](OCc2ccc(CO)cc2)O1,17,-13
S=C(NCCc1ccccn1)NC1CCCCC1,-14,23
Cc1ccc(C)c(N2CCN(C(=O)c3cc(S(=O)(=O)N4CCCC4)cn3C)CC2)c1,-2,-7
CCC(C)(C)C(=O)Nc1nnc(CCc2ccccc2)s1,-2,5
COC(=O)c1cc(=O)n(-c2c(Cl)cc(C(F)(F)F)cc2Cl)[nH]1,9,-3

# Brought forward from above: 6 compounds, then new ones.
SMILES,TAG inh,TAG inh DAPI viability
Cc1ccc(N(CCC#N)C(=O)COC(=O)c2ccccn2)cc1,7,2
O=C(NCc1ccccc1)C1=C[C@@H](c2ccc(C(F)(F)F)cc2)C[C@@H](OCc2ccc(CO)cc2)O1,17,-13
S=C(NCCc1ccccn1)NC1CCCCC1,-14,23
Cc1ccc(C)c(N2CCN(C(=O)c3cc(S(=O)(=O)N4CCCC4)cn3C)CC2)c1,-2,-7
CCC(C)(C)C(=O)Nc1nnc(CCc2ccccc2)s1,-2,5
COC(=O)c1cc(=O)n(-c2c(Cl)cc(C(F)(F)F)cc2Cl)[nH]1,9,-3
C=CC[C@@H](CC(=O)OC(C)(C)C)C(=O)OC[C@H]1CCCN1C(=O)[C@@H](CC=C)CC(=O)N(CCO)Cc1ccccc1,6,-12
COc1cc(NC(=NS(=O)(=O)c2ccccc2)c2ccccc2)ncn1,-10,6
COc1ccccc1NC(=O)C(CC(=O)O)Cc1cc(C)cc(C)c1 (configuration not stated),6,-5
O=C(c1ccco1)N1CCN(C(c2cccs2)c2nnnn2C2CCCC2)CC1 (configuration not stated),-4,-6
Brc1cc(Br)cc(CN2CCSCC2)c1,4,-1
Cc1csc2c(N3CCC(C(=O)O)CC3)ncnc12,1,-5
O=C(Nc1ccc(-c2ccco2)cc1)C1CCCN(Cc2ccco2)C1 (configuration not stated),-5,1
Cc1ccc(S(=O)(=O)c2nc(-c3ccccc3)oc2NCc2cccnc2)cc1,-6,4
O=C(Nc1cccc(-c2nc3ccccc3s2)c1)c1cccs1,10,-5
CCOC(=O)c1csc(NC(=O)C2CCCCC2)n1,4,-15
COc1ccc(N2C(=O)CC(c3ccccc3)C2=O)cc1 (configuration not stated),-26,-1
CCc1ccc(N2CN(Cc3ccco3)CNC2=S)cc1,-4,7
CCc1nc2ccc(C(=O)NC3CCN(Cc4ccccc4)CC3)cn2c1N(C)CCN1CCOCC1,7,7
O=NNc1nc2ccccc2n1Cc1ccccc1,31,-19
Cc1ccccc1S(=O)(=O)NC(=O)C1(C)CCN1C(=O)c1cccc(F)c1 (configuration not stated),-11,13
CC(C)(C)c1ccc(C(=O)Nc2ccc(O)c3c(=O)cc(-c4cccc(Cl)c4)oc23)cc1,109,-70
O=[N+]([O-])c1ccc(CSc2nnc3ccccn23)cc1,-10,4
CC1(Cc2ccc(OC(F)(F)F)cc2)C(=O)Nc2ccc(S(=O)(=O)NC3CCCCC3)cc21 (configuration not stated),-3,0
COc1cccc2cc(C(C)N(CCCN3CCOCC3)C(=S)Nc3ccccc3C)oc12 (configuration not stated),-12,11
CCN(CC)S(=O)(=O)c1cccc(-c2nnc(SCc3nnc(-c4cccs4)o3)n2N)c1,9,-5
Cc1ccc(Cc2c(-c3ccc(C)cc3)nc3cc(C)ccn23)cc1,1,12
COc1cc(C(O)CO)ccc1OS(=O)(=O)O (configuration not stated),-24,0
CCN(CC)S(=O)(=O)c1ccc(Cl)c(NC2=NCCCCC2)c1,12,-13
COc1cccc2cc(C(=O)C3=C(O)C(=O)N(CCN4CCOCC4)C3c3cccs3)oc12 (configuration not stated),-8,-12
Cc1c(NC(=O)CSc2nnc(-c3cccnc3)n2N)c(=O)n(-c2ccccc2)n1C,7,5
# Continued.
SMILES,TAG inh,TAG inh DAPI viability
Cc1c(N2CCCCC2)[nH]c2ccccc12,10,-12
O=C(Nc1ccc(F)cc1)c1csc(Cc2ccccc2)n1,-2,3
O=C(NCc1ccccc1)C1=C[C@H](C2CC2)C[C@H](OCc2ccc(CO)cc2)O1,-14,14
CS(=O)(=O)N(CC(=O)N/N=C/c1cc2c(cc1Br)OCO2)c1ccccc1Br,-14,-6
CN(C(=O)COc1ncnc2ccccc12)C1CCCCC1,12,-6
COc1ccc(N2CC(NS(=O)(=O)c3cccnc3)CC2=O)cc1 (configuration not stated),0,-1
Cc1ccccc1-c1cc2nc(NCc3ccncc3)n(C)c(=O)c2s1,14,1
OCC[C@@H]1C[C@H](O)[C@@H](O)[C@]2(OCCc3ccccc32)O1,-17,0
C/C=C/c1ccc(Oc2nnnn2-c2ccc(C(=O)O)cc2)c(OC)c1,6,-2
Cc1ccc(NC(=O)CSc2nnnn2-c2ccc3c(c2)OCO3)cc1C,57*,-15*
CC(C)(C)OC(=O)N1CCN(C(=O)c2[nH]cnc2C(=O)Nc2cccc(Cl)c2)CC1,-3,-1
Cc1ccc(NC(=O)C2OCCc3ccccc32)cc1Cl (configuration not stated),1,-5
Fc1ccccc1NC(=S)NCCc1ccccc1,-19,4
COc1cccc(CN(C)Cc2nc(C3CC3)no2)c1,18,-9
Cc1c(C(=O)NCc2ccccn2)oc2ccc(Br)cc12,-26,-2
CC1CCCC(C)N1C(=O)COC(=O)c1cccnc1Cl (configuration not stated),4,-1
CC1CN(C(=O)CCC(=O)NCc2ccc(Cl)cc2)c2ccccc2S1 (configuration not stated),-2,-7
O=C(C(=O)c1ccc(O)c(O)c1)c1ccc(O)c(O)c1,-2,1
CN(CC(=O)NCc1ccccn1)S(=O)(=O)c1ccc(Br)cc1,0,7
O=C(CCS(=O)(=O)c1ccc(F)cc1)Nc1nccs1,41,-12
COc1ccccc1-n1c(=O)[nH]c2c(C(N)=O)nc(C3CCCCC3)nc21,7,-14
c1ccc(-n2nnnc2SCc2cccc3nsnc23)cc1,14,3
COc1ccc(OC)c(Nc2nc(-c3ccccc3O)nc3ccccc23)c1,29,-4
Cc1ccccc1N(C(=O)CCC(=O)Nc1ccccn1)C(C(=O)NC(C)C)c1ccc(O)cc1 (configuration not stated),24,-24
COc1ccc(Cn2c(C3CC3)nc3ccc(NC(=O)C4CC4)cc3c2=O)cc1,13,-3
# Later entries:
SMILES,TAG inh,TAG inh DAPI viability
CCOC(=O)c1[nH]c(C)c(C(=O)OCC(=O)NC(C)c2ccc(F)cc2)c1C (configuration not stated),36,-13
CC1(C)Cc2cccc(C(=O)Nc3ccncc3)c2O1,6,-4
CC(OC(=O)c1ccccn1)C(=O)Nc1ccc2c(c1)OCCO2 (configuration not stated),-16,8
O=C(Nc1ccc(Cl)cc1)c1nc[nH]c1C(=O)NCc1ccccc1,1,-8
Cc1cccc(CSc2ncnc3ccccc23)c1,-13,3
COCC(=O)OCC(=O)Nc1ccccc1-c1ccccc1,-2,5
O=C(CSc1nnc(C2COc3ccccc3O2)o1)N1CCN(c2ccccc2)CC1 (configuration not stated),-14,-7
Clc1ccc(-c2nnc(C34CC5CC(CC(C5)C3)C4)o2)cn1,10,-4
CCCCc1ccc(S(=O)(=O)NC(=O)C2(C)CCN2C(=O)Cc2ccccc2)cc1 (configuration not stated),1,3
Cc1csc(N/N=C\c2cccnc2)n1,-15,4
COc1ccc(-c2sc3ccc(OC)cc3c2C#CCCO)cc1,-18,-2
COc1cccc(NC(=O)NNS(=O)(=O)c2ccc(OC)cc2OC)c1,5,-1

# Record cards (already shown). Screens in order: TAG inh, TAG inh DAPI viability
# O=C(CSc1nnc(C2COc3ccccc3O2)o1)N1CCN(c2ccccc2)CC1 (configuration not stated) in the list: -14, -7
# CC1(C)Cc2cccc(C(=O)Nc3ccncc3)c2O1 in the list: 6, -4
# O=C(Nc1ccc(Cl)cc1)c1nc[nH]c1C(=O)NCc1ccccc1 in the list: 1, -8
# COCC(=O)OCC(=O)Nc1ccccc1-c1ccccc1 in the list: -2, 5
